# Screening data deposited in PubChem by several laboratories.
# Salmonella PhoP GFP: inhibitors of PhoP regulon expression, primary screen, Salmonella Typhimurium, GFP reporter (AID 1863); one-dose inhibition, % at 50 µM; IC50 in µM for titrated hits; S. Typhimurium PhoP-regulated promoter GFP reporter, 4 h; higher % means a stronger effect; 300,000 compounds, 0.16% hits;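 active = inhibition over 29.93%, a cutoff 3 SD above the screen mean, later confirmed by dose response; inconclusive = inhibition over 29.93% but no dose response follow-up; inactive = inhibition at most 29.93% or unconfirmed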;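 also: 0% = low Mg2+ inducing control and 100% = high Mg2+ repressing control; strong numbers were not always called active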
# West Nile virus CPE: West Nile virus antiviral activity, cell-based, CPE readout (AID 1621) | 290,000 compounds, 0.02% hits | CPE inhibition, % at 10 µM; hits with a dose series show IC50 in µM | West Nile virus-infected cells, CPE inhibition; higher % means a stronger effect; in the data active = a potency from the dose series; inconclusive = CPE inhibition mostly from about 3.7% at the one dose, without a potency; inactive = the rest, 99 in 100 with CPE inhibition below about 2.2%; also: strong numbers were not always called active
# CSM14.1 death rescue: rescue of cells from ER stress-induced death, primary screen, 384-well, CSM14.1, thapsigargin, ATP luminescence (AID 1222); CSM14.1 thapsigargin-induced death rescue, ATP luminescence; higher % means a stronger effect; cellular ATP content (survival), % at 20 µM; hits with a dose series show EC50 in µM; 190,000 tested, under 10 active;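 active = EC50 below 50 µM in the dose-response confirmation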;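 also: death triggered by thapsigargin at about 15 µM added after 2 h compound pretreatment; cell ATP read after overnight thapsigargin exposure of roughly 18 to 22 hours; normalized against plate controls of thapsigargin alone and 5% DMSO vehicle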
# Large T inhibition: SV40 large T antigen inhibitors, biochemical (AID 1903) | 310,000 compounds, 0.39% hits | inhibition, % at 20 µM, or IC50 in µM where a hit was titrated | SV40 large T antigen ATPase/helicase inhibition assay; higher % means a stronger effect; in the data active = a potency from the dose series; inconclusive = inhibition mostly from about 32% at the one dose, without a potency; inactive = the rest, 99 in 100 with inhibition below about 32%; also: strong numbers were not always called active
# human PMI inhibitors: human PMI inhibitors, high substrate, primary screen, biochemical, fluorescence intensity, high mannose 6-phosphate (AID 1220); recombinant PMI enzyme, coupled fluorescence intensity; higher % means a stronger effect; 190,000 compounds, 0.66% hits; inhibition, % at 20 µM, or IC50 in µM where a hit was titrated; Mannose-6-phosphate isomerase (Homo sapiens)
# TNAP activation fold: human TNAP enzyme activators, primary screen, biochemical, luminescent, no phosphate acceptor, uHTS (AID 1001) | purified TNAP, luminescent activation assay, no phosphate acceptor; higher activation fold means a stronger effect | activation fold at 20 µM; hits with a dose series show EC50 in µM | 200,000 compounds, 0.03% hits; in the data active = activation fold from about 3, or a potency from the dose series; inactive = the rest, 99 in 100 with activation fold below about 1.6; also: many of its hits are not listed in these tables
# RSV antiviral HEp-2: RSV antiviral activity via CPE protection, HEp-2 cells, primary 10 µM value included (AID 2391) | HEp-2 cells, RSV-induced CPE inhibition; higher % means a stronger effect | CPE inhibition, % at 10 µM, or IC50 in µM where a hit was titrated | 310,000 compounds, 0.13% hits; in the data active = a potency from the dose series; inconclusive = CPE inhibition mostly from about 23% at the one dose, without a potency; inactive = the rest, 99 in 100 with CPE inhibition below about 21%; also: strong numbers were not always called active
# human PMI inhibition: inhibitors of human PMI, primary screen, biochemical, fluorescence intensity, coupled assay (AID 1209). Mannose-6-phosphate isomerase (Homo sapiens). purified PMI enzyme, coupled fluorescence intensity; higher % means a stronger effect. one-dose inhibition, % at 20 µM; IC50 in µM for titrated hits. 190,000 compounds, 0.42% hits;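 also: plate controls were DMSO vehicle for no effect and wells lacking substrate for full effect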
# Insulin prom up: insulin promoter activators in MIN6 cells, imaging, high-content screening, mouse beta cells | MIN6 insulin promoter-GFP reporter; stronger effect = higher value | z-score at 5 µM | 190,000 compounds, 0.3% hits;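 active = z-score above 3 at 5 µM with at least 500 cells counted in the well; inconclusive = wells under 500 cells, flagged as cytotoxic or low count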
# Insulin prom up cell count: recorded beside Insulin prom up, whose call it bears; cell count; measured here: cytotoxicity, nuclei count;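 total cells summed across four imaged fields per well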
# The depositor's hits bear a star; ? = inconclusive; · = no result given. Rule as the data show it, unless noted: active = inhibition above about 50%; inactive = the rest.
# Order of values – Salmonella PhoP GFP	West Nile virus CPE	CSM14.1 death rescue	Large T inhibition	human PMI inhibitors	TNAP activation fold	RSV antiviral HEp-2	human PMI inhibition	Insulin prom up	Insulin prom up cell count
O=C1CCC(=O)N1c1ccccc1
 : 6%	-0.2%	·	0%	·	·	0.7%	·	·	·
CCOc1ccc(CN2CCNC(=O)C2CC(=O)NCc2cc(C)n(C)n2)cc1 (centres undefined)
 : 5%	0.5%	·	-2%	·	·	0.2%	·	·	·
O=C(Nc1nccs1)c1cccc2ccccc12
 : 1%	-0.5%	·	14%	·	·	1.5%	·	·	·
COCCNC(=S)N1CCC(Cc2ccccc2)CC1
 : -9%	-1.2%	0.3%	16%	-8%	1.1	2.2%	-3%	0.84	1468
COC(=O)c1[nH]c2cc(OC)ccc2c1NC(=O)CN1CCC(C(N)=O)(N2CCCCC2)CC1
 : -3%	0.2%	3.6%	3%	-4%	1.1	3.3%	-5%	·	·
COc1cc(/C=N/Nc2ccccc2)ccc1O
 : 6%	-0.1%	·	28%	·	·	7.1%	·	·	·
O=C(NCC(=O)N(c1ccc(Cl)cc1)C(C(=O)NC1CCCC1)c1cccnc1)c1ccco1 (centres undefined)
 : -2%	-0.6%	·	4%	·	·	1.0%	·	·	·
CC(C)Oc1ccccc1NC(=O)CSc1nccn1C
 : 2%	-0.8%	·	7%	·	·	1.6%	·	·	·
CCn1c(CNc2nc3ccccc3n2C(C)C)nc2ccccc21
 : -7%	-2.0%	-0.4%	1%	13%	1.4	14%	14%	-0.1	1726
Cc1cc(C)c2c(CC(=O)O)c(C)[nH]c2c1
 : -9%	0.4%	0.5%	8%	43%	1.1	-1.7%	6%	1.2	1455
CCOC(=O)c1sc(=S)n(-c2ccc(F)c(F)c2)c1N
 : -10%	-0.4%	·	9%	-1%	1.1	1.4%	27%	-0.5	1305
COc1ccc(C)cc1NC(=O)C(CCS(C)(=O)=O)NC(C)=O (centres undefined)
 : -5%	0.0%	-0.8%	0%	2%	1.1	5.6%	6%	-1.5	1750
N#Cc1ccccc1S(=O)(=O)N1CCN(CC(O)c2ccccc2)CC1 (centres undefined)
 : 8%	1.2%	-1.0%	-2%	-13%	1.1	-0.8%	-3%	-0.17	1600
CCn1c(C(C)NC(=O)c2cccs2)nc2ccccc21 (centres undefined)
 : 12%	0.2%	-2.1%	7%	10%	1.1	0.9%	13%	0.31	1788
Cc1ccc(N(CC(=O)O)S(=O)(=O)c2cccc3nonc23)cc1
 : -9%	0.2%	-1.2%	12%	24%	1.2	0.5%	13%	1.1	1576
COc1ccc(C(=O)OCC(=O)NCC2CCCCC2)cc1S(=O)(=O)N1CCCc2ccccc21
 : -22%	-0.2%	-0.9%	7%	9%	1.1	1.9%	12%	·	·
CSc1nsc(SCC(=O)N2CCCCC2)n1
 : 3%	-0.3%	-1.9%	4%	13%	1.1	-0.1%	7%	·	·
O=C(CSc1ccccc1)NCc1ccco1
 : 2%	0.1%	-3.1%	5%	-1%	1.1	1.0%	2%	·	·
COc1ccc(OC)c(NC(=O)Cc2cccs2)c1
 : 6%	0.9%	·	2%	·	·	1.2%	·	·	·
Cc1sc2nc(CN3CCOCC3)nc(NCCc3ccccc3)c2c1C
 : 15%	-0.1%	0.7%	4%	2%	1.2	-2.1%	3%	·	·
Cc1nn(-c2ccc(C(=O)Nc3nnc(C4CC4)s3)cc2)c(C)c1Cl
 : -10%	0.5%	2.5%	11%	0%	1.1	1.0%	-3%	-0.32	927
O=C(NC(=S)Nc1ccccc1N1CCOCC1)c1cccs1
 : -10%	0.2%	-5.7%	12%	16%	0.9	8.7%	12%	-0.07	1264
CCCCC(NC(=O)Cc1c(C)c2cc3c(C)c(C)oc3c(C)c2oc1=O)C(=O)O (centres undefined)
 : 11%	-0.3%	·	7%	·	·	1.1%	·	·	·
COc1ccc(N(CC(=O)Nc2ccc(F)cc2F)S(=O)(=O)c2c(C)nn(C)c2C)cc1
 : -1%	-0.2%	·	7%	·	·	-1.3%	·	·	·
Cc1nc2ccc(NC(=O)Cc3cccs3)cc2s1
 : -4%	0.7%	·	11%	6%	1	1.3%	-5%	-0.31	1205
O=C(Cc1ccccc1[N+](=O)[O-])NCCC1=CCCCC1
 : 10%	-0.8%	-0.4%	-2%	7%	1	1.7%	2%	-0.54	1466
CCSc1ccccc1C(=O)NC1CCCCC1
 : 5%	-0.3%	-0.6%	4%	-14%	1	0.8%	-11%	1.2	1603
CCOC(=O)c1ccc(S(=O)(=O)N2CCN(S(=O)(=O)CC)CC2)cc1
 : 2%	-0.1%	0.7%	-10%	4%	1.1	0.0%	-2%	0.15	1194
Cc1c(-c2ncn[nH]2)sc(C#N)c1-c1ccccc1
 : 3%	0.5%	-0.3%	9%	-2%	1.1	24%	-1%	-0.74	1269
CCOC(=O)C1=C(CSc2nccn2C)NC(=O)NC1c1ccc2c(c1)OCO2 (centres undefined)
 : 7%	-0.1%	-2.5%	8%	-4%	1	0.5%	3%	0.3	1210
Cc1cccc(C)c1Nc1nnc(SCc2nc3ccccc3s2)s1
 : 9%	0.2%	-0.6%	5%	-13%	1.1	3.4%	-2%	-0.3	1558
CCOc1ccc(C(=O)Nc2nnc(SCC(=O)NCC3CCCO3)s2)cc1 (centres undefined)
 : 5%	0.1%	·	-1%	·	·	3.5%	·	·	·
CCCCOc1ccc(C(O)C(CN2CCCCC2)c2ccccc2)cc1 (centres undefined)
 : 0%	-1.1%	-0.2%	14%	-11%	1.1	-1.8%	-17%	-1.1	1239
Cc1c(NCc2cccnc2)cccc1C(=O)O
 : 4%	-0.5%	·	1%	·	·	1.5%	·	·	·
O=C(NCc1ccco1)c1ccc(COc2cc(Cl)ccc2Cl)cc1
 : -9%	0.2%	-0.6%	20%	11%	1.1	4.9%	18%	-0.26	1399
O=C(O)C[C@@H](CNC(=O)COc1ccc2ccc(=O)oc2c1)c1ccc(Cl)cc1
 : -3%	-0.4%	·	-2%	·	·	0.8%	·	·	·
C#CCN1C(=O)C(O)(CC(=O)c2cccc(OC)c2)c2ccccc21 (centres undefined)
 : -3%	1.1%	1.4%	10%	4%	1.1	0.8%	6%	0.85	1341
CCc1ccccc1NC(=O)c1ccccc1N1C(=O)C2C3C=CC(C3)C2C1=O (centres undefined)
 : -5%	-0.2%	·	-13%	·	·	0.6%	·	·	·
COc1ccccc1N1C(=O)CC(Sc2n[nH]c(-c3cccc(C)c3)n2)C1=O (centres undefined)
 : -13%	-0.2%	2.7%	?	24%	0.9	1.3%	48µM*	-5.2	736
Cc1ccccc1N(CC(=O)NC1CCCC1)C(=O)C1(C)CC(=O)N=C2C=CC(Cl)=CN21 (centres undefined)
 : 3%	0.1%	·	-1%	·	·	0.9%	·	·	·
BrC(/C=C\c1ccccc1)=N/Nc1nc(N2CCOCC2)nc(N2CCOCC2)n1
 : 12%	-0.7%	-1.3%	27%	2%	1	3.0%	-4%	-0.04	1264
CSc1nc(C)c2c(n1)N(c1ccc(C(C)C)cc1)CC2
 : -3%	·	2.1%	9%	1%	1.1	-0.4%	0%	-0.46	1614
C/C(=N\Nc1ccc(S(=O)(=O)Nc2ccccc2)cc1[N+](=O)[O-])c1ccncc1
 : -1%	-0.3%	0.2%	5%	2%	1	0.6%	12%	-0.07	1381
O=C(N/C(=C/c1ccccc1)C(=O)N1CCCCCC1)c1ccccc1
 : -4%	-0.6%	-0.5%	5%	13%	1.1	0.3%	3%	·	·
CCC(C)N(C(=O)COC(=O)Cc1n[nH]c(=O)c2ccccc12)C1CCS(=O)(=O)C1 (centres undefined)
 : -10%	0.1%	-0.4%	10%	8%	1.1	1.4%	4%	·	·
CCOC(=O)C1CCN(C(C)=C2C(=O)c3ccccc3C2=O)CC1
 : -9%	0.5%	-5.0%	3%	-9%	1.1	2.3%	2%	0.28	823
CNC(=O)COC(=O)c1ccc2c(c1)NC(=O)C1CCCN21 (centres undefined)
 : 2%	-0.3%	·	15%	·	·	0.7%	·	·	·
CCOc1ccc(N2CC(C(=O)N3CCCCCC3)CC2=O)cc1 (centres undefined)
 : 1%	-0.4%	·	11%	·	·	0.5%	·	·	·
CCN1CCCC1CNC(=O)C1c2cc(OC)c(OC)cc2C(=O)N(C)C1c1cccnc1 (centres undefined)
 : -3%	0.6%	2.2%	20%	0%	1.2	-0.5%	0%	0.54	1625
CCN1CCN(Cc2ccc(NC(=O)c3ccc(C)c(NC(=O)C4=NN(c5ccccc5)C(=O)C4)c3)cc2C(F)(F)F)CC1
 : 7%	0.3%	·	14%	·	·	2.5%	·	-0.47	831
COc1ccc(C)cc1S(=O)(=O)NCCc1ccccc1
 : -6%	-0.8%	-2.2%	17%	5%	1.1	0.6%	0%	·	·
c1ccc2[nH]c(C3CC3)nc2c1
 : 1%	0.6%	-0.6%	3%	8%	1	0.0%	4%	0.67	1434
COc1ccc(NC(=O)c2cccc(OS(=O)(=O)N(C)C)c2)cc1
 : -8%	1.4%	-2.4%	6%	-2%	1.1	2.9%	0%	-0.08	1422
CCC(C)[C@@H](C(=O)N1CCNCC1)n1cc(CCCN=C(N)N)nn1 (some centres undefined)
 : 9%	-0.3%	-0.8%	-1%	-8%	1	-1.4%	-12%	1.7	1482
CN(CC(=O)N1CCN(c2ccccn2)CC1)S(=O)(=O)c1ccc(Cl)cc1
 : 0%	-0.1%	·	10%	·	·	2.5%	·	·	·
Cc1ccccc1C(=O)c1cccn1CC(=O)N1CCCCC1
 : 8%	-1.2%	·	8%	·	·	1.4%	·	·	·
CCCOc1ccc(NCC(=O)Nc2ccc(C)cc2C)cc1
 : -6%	-1.2%	-0.8%	10%	32%	1.1	6.9%	7%	·	·
COc1ccc(CCNS(=O)(=O)c2cn(C)nc2C)cc1
 : 2%	-0.4%	·	2%	·	·	-0.5%	·	·	·
CC1CCN(C(=O)c2ccc([N+](=O)[O-])o2)CC1
 : 0%	-0.8%	·	4%	·	·	2.9%	·	·	·
COc1ccc(NN=Nc2nc3c([nH]2)c(=O)n(C)c(=O)n3C)cc1
 : -8%	0.7%	·	37µM*	·	·	·	·	0.59	1445
COc1ccc(CNC(=O)CCCOc2cc(=O)n(C)c3ccccc23)cc1
 : -10%	1.3%	-0.3%	2%	7%	1.1	1.4%	7%	-1.1	828
COc1ccc2c(c1)c(C(O)CN1CCC3(CC1)OCCO3)c(C)n2C (centres undefined)
 : 5%	0.2%	-1.1%	11%	-3%	1.1	·	5%	0.77	997
